# UTI89 phage lysis = inhibition of K1F phage lysis, E. coli UTI89, bacterial capsule biogenesis inhibitors, alamar blue (AID 488966); inhibition, % at 100 µM; hits with a dose series show IC50 in µM; E. coli UTI89 K1F phage lysis, alamar blue, 2 h; higher % means a stronger effect; 340,000 tested, 0.02% active;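 active means phage lysis inhibition, versus mean bacterial control, above a set limit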;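 further: capsule biogenesis inhibitors block K1F phage lysis so surviving cells raise fluorescence; higher fluorescence means more inhibition of phage lysis; actives were called in the ten point dose series up to 300 µM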
# Siah-1 displacement = blockers of Siah-1 interaction with plectin peptide – biochemical, fluorescence polarization, rhodamine-plectin, uHTS, primary screen (AID 1817). Siah-1 / rhodamine-plectin peptide fluorescence polarization; higher % means a stronger effect. displacement, % at 20 µM, or IC50 in µM where a hit was titrated. 290,000 tested, 0.02% active;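 active means displacement of at least 50% at 20 µM, with a fluorescence ratio check between 0.3 and a set limit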;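 further: plate controls were Siah plus tracer with DMSO for no effect and tracer alone without Siah for full effect; strong numbers were not always called active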
# NS5 inhibitors = Dengue-2 NS5 methyltransferase inhibitors, primary screen, biochemical, confirmation dose response (AID 588689). inhibition, % at 25 µM; hits with a dose series show IC50 in µM. Dengue-2 NS5 methyltransferase capping enzyme assay, biochemical; higher % means a stronger effect. 340,000 tested, 0.3% active; in the data active means a potency from the dose series
# NTR1 ag = NTR1-driven beta-arrestin-GFP spot formation – imaging, U2OS cells, high content, primary screen (AID 493036). P30989. 330,000 tested, 0.17% active. agonist mode. activation, % at 20 µM;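 active means activation at or above 40% of the spot to cytoplasm intensity ratio, with at least 20 cells analyzed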;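 further: 0% = DMSO without peptide and 100% = 100 nM NTR1 peptide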
# Target sequence (P30989 whole entry, looked up): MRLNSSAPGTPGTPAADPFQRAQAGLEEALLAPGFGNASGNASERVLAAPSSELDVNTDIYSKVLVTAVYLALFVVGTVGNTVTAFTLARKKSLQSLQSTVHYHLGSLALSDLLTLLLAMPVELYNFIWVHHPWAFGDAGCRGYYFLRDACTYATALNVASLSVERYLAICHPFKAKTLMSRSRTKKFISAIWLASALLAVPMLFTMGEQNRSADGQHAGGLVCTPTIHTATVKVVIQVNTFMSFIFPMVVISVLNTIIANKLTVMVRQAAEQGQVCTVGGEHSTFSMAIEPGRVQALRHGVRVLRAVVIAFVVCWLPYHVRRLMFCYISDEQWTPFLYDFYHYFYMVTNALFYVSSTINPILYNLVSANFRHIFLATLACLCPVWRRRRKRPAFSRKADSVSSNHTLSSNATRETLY
# AID2073 = disruptors of CaV2.2 binding to Mint1 – biochemical, HTRF (AID 2073); HTRF protein-protein interaction, Mint1-CaV2.2; higher % means a stronger effect; inhibition, % at 20 µM; hits with a dose series show IC50 in µM; 290,000 tested, 0.19% active; in the data active means inhibition mostly above about 51%, no sharp cut-off; further: some results filed as inactive read as strong as hits
# RSV CPE inhibition = inhibition of RSV-induced cytopathic effect – HEp-2 cells, primary 10 µM value included (AID 2391); 310,000 tested, 0.13% active; CPE inhibition, % at 10 µM; hits with a dose series show IC50 in µM; HEp-2 cells, RSV-induced CPE inhibition; higher % means a stronger effect; in the data active means a potency from the dose series; further: strong numbers were not always called active
# Rac1 GTP hydrolysis = MgcRacGAP GTPase-activating activity inhibitors, confirmation, biochemical, ADP Hunter fluorescence; MgcRacGAP-stimulated Rac1 GTP hydrolysis, ADP Hunter fluorescence; higher % means a stronger effect; GST-tagged Rac1 F28L mutant substrate; one-dose inhibition, % at 30 µM; IC50 in µM for titrated hits; 340,000 tested, 0.6% active;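 active means first-screen hits whose inhibition reached a set limit at any dose in the follow-up dose series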;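 further: fluorescence reports GDP produced by GAP-driven GTP hydrolysis; strong numbers were not always called active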
# West Nile virus CPE = inhibition of WNV-induced cytopathic effect – cell-based, CPE readout (AID 1621) | 290,000 tested, 0.02% active | CPE inhibition, % at 10 µM; hits with a dose series show IC50 in µM | West Nile virus-infected cells, CPE inhibition; higher % means a stronger effect; in the data active means a potency from the dose series; further: strong numbers were not always called active
# SV40 large T antigen = TAg ATPase/helicase activity blockers – biochemical (AID 1903). SV40 large T antigen ATPase/helicase inhibition assay; higher % means a stronger effect. inhibition, % at 20 µM; hits with a dose series show IC50 in µM. 310,000 tested, 0.39% active; in the data active means a potency from the dose series; further: strong numbers were not always called active
# NTR1 ag cell count 20 µM = recorded beside NTR1 ag, whose call it bears; cell count; measured here: cell count, cytotoxicity flag
# NS5 inhibitors pilot replicate = further read-out of NS5 inhibitors, marked with its call; inhibition, %; measured here: pilot screen replicate inhibition
# Starred values were filed as active, the others as inactive; · = no result given; [ ] = another dose, or the depositor's remark.
SMILES,UTI89 phage lysis,Siah-1 displacement,NS5 inhibitors,NTR1 ag,NTR1 ag cell count 20 µM,AID2073,RSV CPE inhibition,Rac1 GTP hydrolysis,West Nile virus CPE,SV40 large T antigen,others
COC(=O)c1ccc(NC(=O)C2CCCN2S(=O)(=O)c2ccc(OC)cc2)cc1 (stereo not drawn),-0.3%[50 µM],-3%,-3%,-0.6,45,4%,1.2%,6%,1.1%,6%,
Cc1ccccc1-c1ccccc1N,0.1%,1%,-7%,0.8,87,2%,0.9%,12%,0.1%,7%,
COc1cc(CNCCc2ccccc2)cc(Cl)c1OCc1ccccc1,0.2%,-9%,3%,61*,41*,9%,6.6%,9%,1.0%,8%,
COc1cc(C2c3c(oc4ccccc4c3=O)C(=O)N2c2ccc(C)cn2)ccc1O (stereo not drawn),7.2%,-4%,-2%,0.5,56,3%,0.6%,5%,-0.2%,3%,
O=C(O)CC(c1ccccc1)N1C(=O)c2cccc([N+](=O)[O-])c2C1=O (stereo not drawn),0.0%,6%,3%,1.2,44,15%,0.1%,6%,-0.1%,23%,NS5 inhibitors pilot replicate=-3.3
COc1ccc2nc(NC(=O)CSc3n[nH]c(N)n3)sc2c1,2.8%[50 µM],·,6%,0.5,72,·,12%,10%,·,28%,
CC(C)C(=O)Nc1nnc(SCC(=O)NCC2CCCO2)s1 (stereo not drawn),0.4%,-6%,1%,-1.7,52,-5%,-1.0%,1%,0.1%,4%,
Cc1ccccc1N1CCN(S(=O)(=O)c2nnc(NC(=O)CC(C)C)s2)CC1,1.9%,-3%,-3%,-2.0,54,1%,0.8%,3%,-0.5%,11%,
CC(C)Cn1nc(NC(=O)c2ccco2)c2cc3ccccc3nc21,-1.1%,3%,-7%,2.6,48,14%,2.1%,5%,0.0%,10%,
O=C(Nc1ccc2c(c1)OCO2)c1cnc(Cl)c(Cl)c1,1.4%[50 µM],·,-9%,2.8,56,·,·,9%,·,·,
CCCc1cc(=O)oc2cc(OCC(=O)Nc3cc(C)on3)ccc12,1.9%,2%,0%,0.5,57,16%,-0.4%,10%,0.1%,13%,
CC(=O)c1cccc(NC(=O)COc2cc3oc(=O)c(CC(C)O)c(C)c3cc2Cl)c1 (stereo not drawn),0.3%,4%,-4%,2.2,74,19%,2.2%,12%,-0.2%,-2%,
COc1ccc(NC(=O)CSCC(=O)N2c3ccccc3CCc3ccccc32)cc1,0.0%,-2%,-9%,0.2,94,3%,2.9%,14%,-0.6%,-12%,
Cc1nc2ncnn2c(C)c1Cc1cccc(F)c1,-0.6%,1%,-5%,0.5,35,-7%,-0.8%,1%,-0.2%,8%,
COC(=O)CNC(=O)COC(=O)c1cc(F)c(F)cc1Cl,2.8%,3%,-3%,-0.5,68,7%,1.0%,-2%,0.4%,24%,
O=C(Cc1cccs1)NCc1ccccc1,1.5%,4%,-1%,-2.2,50,-2%,0.3%,3%,0.1%,4%,
CCOc1ccccc1NC(=O)NCc1ccc(F)cc1,0.0%,-2%,-6%,-1.3,91,-2%,-0.7%,4%,0.2%,9%,
CC(C)NC(=O)c1cnc(Sc2ncc(C(F)(F)F)cc2Cl)n1C,0.6%,-1%,2%,0.7,42,-6%,0.4%,6%,-0.2%,6%,
CCC(=O)Nc1ccc2nc(C)n(CC(=O)Nc3ccccc3)c(=O)c2c1,-0.6%,0%,-6%,-0.2,35,11%,0.0%,3%,-0.1%,-12%,
O=C(c1ccncc1)N1CCN(S(=O)(=O)c2cc(C(F)(F)F)cc(C(F)(F)F)c2)CC1,-0.6%[50 µM],·,6%,-0.1,50,·,5.1%,-2%,·,13%,
O=C(Nc1ccccc1)C1CC2CCC1C2 (stereo not drawn),1.0%,0%,-4%,1.0,58,12%,1.4%,14%,-0.7%,22%,
Cc1ccc(NC(=O)CS(=O)CC(=O)N(CC(=O)NC2CCCC2)c2cc(C)ccc2C)cc1 (stereo not drawn),0.3%,5%,-3%,1.2,63,0%,1.8%,6%,-1.1%,21%,
COc1cccc(C(=O)NC2CCCc3c2cnn3-c2cc(C)cc(C)c2)c1 (stereo not drawn),0.3%,-2%,6%,1.7,53,4%,2.9%,7%,-1.6%,7%,
COc1ccc(-n2c(N)cc(=O)[nH]c2=O)cc1,·,4%,·,0.6,41,12%,1.0%,·,0.2%,4%,
COc1ccc(NS(=O)(=O)c2cc(NC(=O)c3ccc(=O)[nH]c3)ccc2N2CCCC2)cc1,0.0%,2%,-3%,3.9,61,7%,0.0%,7%,-0.3%,32%,
C[C@H]1CCC(=O)N([C@H](COc2ccccc2)Cc2ccccc2)CC1,-0.1%,0%,-2%,2.2,85,-1%,0.1%,7%,-0.9%,20%,
Cn1nnc2cc(C(=O)NC(C)(C)C)ccc21,0.5%,1%,-4%,-0.4,84,-3%,2.1%,1%,-0.3%,-1%,
Cc1ccc(NS(=O)(=O)c2cccc(C(=O)NCCCN3CCOCC3)c2)cc1,0.7%[50 µM],·,-6%,1.3,71,·,-0.7%,0%,·,0%,
O=C(CC1NCCc2ccccc21)Nc1ccc(Cl)cc1 (stereo not drawn),0.2%,0%,-1%,-1.2,50,-6%,-0.9%,-3%,-0.2%,10%,
Cc1cccc2c3c([nH]c12)C(=O)CC(C)(C)S3,2.5%,6%,-6%,2.4,47,33%,2.3%,6%,-0.6%,·,
NC(=O)c1cccc2ccccc12,0.1%,-2%,-2%,0.1,58,5%,-0.4%,4%,0.0%,21%,
COc1ccc(C2CC(c3cccs3)=NN2S(=O)(=O)c2ccc(C)cc2)cc1 (stereo not drawn),2.6%,·,4%,-0.9,94,·,3.8%,17%,-1.2%,·,
O=C(Nc1nc2nccc(-c3ccccc3)n2n1)c1ccc(F)cc1,-0.5%,-1%,0%,-0.9,43,7%,0.2%,5%,-0.1%,0%,
COc1ccc([N+](=O)[O-])cc1N(CC(=O)Nc1ccccc1C(=O)N1CCOCC1)S(C)(=O)=O,0.1%,-2%,1%,-1.0,101,-7%,1.5%,9%,-0.2%,3%,
COC(=O)c1ccncc1C(=O)Nc1ccc(F)cc1,-1.8%,8%,4%,-0.5,99,6%,2.0%,-2%,·,-4%,
CCN(CC)CCN1C(=O)C(=O)/C(=C(/O)c2ccc(S(=O)(=O)N3CCOCC3)cc2)C1c1ccc(Cl)cc1 (stereo not drawn),-0.2%,8%,-7%,2.8,51,-4%,0.8%,6%,0.2%,14%,
CC(C)(C)C(=O)c1sc(Nc2ccccc2)nc1N,7.0%,-2%,-6%,2.0,38,-1%,2.6%,3%,0.8%,1%,
COc1c[nH]n(-c2ccccc2)c(=O)c1=O,-0.2%,·,-4%,1.4,50,·,·,5%,·,11%,
CCOC(=O)N1CCN(C(=O)c2ccc3c(c2)NC(=O)/C(=C\c2ccc(OC)c(OC)c2)S3)CC1,0.0%,-11%,-10%,2.1,64,-4%,7.1%,5%,0.5%,8%,
Cc1cc([N+](=O)[O-])ccc1NCc1cccc2ccccc12,0.5%[50 µM],·,-6%,2.7,62,·,19%,1%,3.3%,·,

# 3 compounds out of the list, ordered by heavy-atom count, rising:
SMILES,UTI89 phage lysis,Siah-1 displacement,NS5 inhibitors,NTR1 ag,NTR1 ag cell count 20 µM,AID2073,RSV CPE inhibition,Rac1 GTP hydrolysis,West Nile virus CPE,SV40 large T antigen,others
NC(=O)c1cccc2ccccc12,0.1%,-2%,-2%,0.1,58,5%,-0.4%,4%,0.0%,21%,
COc1cccc(C(=O)NC2CCCc3c2cnn3-c2cc(C)cc(C)c2)c1 (stereo not drawn),0.3%,-2%,6%,1.7,53,4%,2.9%,7%,-1.6%,7%,
COc1ccc([N+](=O)[O-])cc1N(CC(=O)Nc1ccccc1C(=O)N1CCOCC1)S(C)(=O)=O,0.1%,-2%,1%,-1.0,101,-7%,1.5%,9%,-0.2%,3%,

# Gathered by group: those above containing a thiophene ring, fused or not.
SMILES,UTI89 phage lysis,Siah-1 displacement,NS5 inhibitors,NTR1 ag,NTR1 ag cell count 20 µM,AID2073,RSV CPE inhibition,Rac1 GTP hydrolysis,West Nile virus CPE,SV40 large T antigen,others
O=C(Cc1cccs1)NCc1ccccc1,1.5%,4%,-1%,-2.2,50,-2%,0.3%,3%,0.1%,4%,
COc1ccc(C2CC(c3cccs3)=NN2S(=O)(=O)c2ccc(C)cc2)cc1 (stereo not drawn),2.6%,·,4%,-0.9,94,·,3.8%,17%,-1.2%,·,

# The results go on:
SMILES,UTI89 phage lysis,Siah-1 displacement,NS5 inhibitors,NTR1 ag,NTR1 ag cell count 20 µM,AID2073,RSV CPE inhibition,Rac1 GTP hydrolysis,West Nile virus CPE,SV40 large T antigen,others
CC(C)(C)C(=O)N1NC(=Nc2ccccc2)SC1(C)C,0.6%,-6%,-7%,0.9,48,-4%,3.3%,7%,-0.4%,10%,
O=C(CCCOc1ccccc1)NCc1ccco1,0.4%,1%,-3%,-3.5,94,14%,0.6%,6%,0.2%,2%,NS5 inhibitors pilot replicate=-6.4
C=CCC[C@H](Cc1ccc(F)cc1)C(=O)O[C@H](CNC(=O)[C@@H](CC=C)CC(=O)N(CCO)Cc1ccccc1)c1ccccc1,-0.4%,·,-9%,18,39,·,·,7%,·,·,NS5 inhibitors pilot replicate=-4.6
CS(=O)(=O)Nc1ccc(C(=O)Nc2ccccc2C(=O)N2CCCC2)cc1,4.6%,-3%,-4%,-0.2,77,9%,1.0%,4%,-0.5%,5%,
CCCCN(C(=O)c1ccco1)c1c(N)n(CCC)c(=O)[nH]c1=O,0.5%[50 µM],·,-7%,-1.0,57,·,0.6%,3%,·,·,
CC(C)C(=O)NNC(=O)CC(=O)Nc1ccccc1C(=O)O,0.2%,-2%,4%,1.6,52,6%,-0.5%,10%,0.2%,9%,
CNC(=O)c1c(NC(=O)CCS(=O)(=O)c2ccc(C)cc2)sc(C)c1C,1.8%[50 µM],·,-7%,0.5,59,·,1.2%,2%,·,10%,
O/N=C(\c1ccc(Cl)cc1)c1ncc(C(F)(F)F)cc1Cl,-2.1%,-1%,5%,2.3,41,-5%,2.0%,-5%,-0.4%,3%,
COc1ccc(OC)c(NC(=O)C2CC(/C=C/c3ccccc3)=NO2)c1 (stereo not drawn),0.0%,0%,-8%,3.0,47,8%,0.5%,9%,-0.9%,-25%,
Cc1oc2c(CN3CCCC(C)C3)c(O)ccc2c(=O)c1-c1ccccc1 (stereo not drawn),-0.6%[50 µM],4%,1%,-1.1,88,24%,2.0%,-6%,-1.1%,1%,
OCC1(CCc2ccccc2)CCN(Cc2cc(Cl)ccc2O)CC1,0.6%,2%,-12%,2.9,50,0%,1.2%,8%,-0.6%,3%,
N/C(=N\OC(=O)C12CC3CC(CC(C3)C1)C2)c1cccnc1,0.4%,8%,-3%,1.1,55,4%,-0.9%,-5%,3.2%,-2%,
Cc1cccc(CN2CCN(C(=O)c3ccccc3F)CC2)c1,2.3%,8%,-2%,-3.2,68,2%,3.3%,17%,0.2%,0%,
O=C(C1CC(=O)N(c2ccc3c(c2)OCCO3)C1)N1CCN(c2cccc(C(F)(F)F)c2)CC1 (stereo not drawn),1.0%[50 µM],·,-2%,1.0,67,·,3.2%,1%,·,13%,
CCN1C(=O)/C(=C\N2CCN(c3ccc(F)cc3)CC2)SC1=S,6.0%,-2%,-7%,4.2,57,17%,-0.6%,1%,-1.1%,-16%,
COc1cc(OC)cc(C(=O)N[C@H](C(=O)OCC(=O)NC(=O)NC(C)(C)C)C(C)C)c1,0.2%,1%,-1%,3.5,48,-8%,2.3%,3%,-0.2%,2%,
